Bioassay records deposited in PubChem BioAssay by several laboratories.
PDI inh: inhibitors of human PDI, primary screen, biochemical, turbidity, single point, plate reader | PDI insulin aggregation turbidity, A650, 90 min | 350,000 tested, 0.052% active | inhibition, % at 10 µM | Protein disulfide-isomerase (Homo sapiens), P07237;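 active means mean inhibition across replicates of 30% or more, whatever share of single replicates reach that level; inconclusive means mean inhibition below 30% while every single replicate reaches 30%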;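 further: absorbance from insulin aggregation driven by PDI reduction with DTT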
Target sequence (P07237 whole entry, looked up): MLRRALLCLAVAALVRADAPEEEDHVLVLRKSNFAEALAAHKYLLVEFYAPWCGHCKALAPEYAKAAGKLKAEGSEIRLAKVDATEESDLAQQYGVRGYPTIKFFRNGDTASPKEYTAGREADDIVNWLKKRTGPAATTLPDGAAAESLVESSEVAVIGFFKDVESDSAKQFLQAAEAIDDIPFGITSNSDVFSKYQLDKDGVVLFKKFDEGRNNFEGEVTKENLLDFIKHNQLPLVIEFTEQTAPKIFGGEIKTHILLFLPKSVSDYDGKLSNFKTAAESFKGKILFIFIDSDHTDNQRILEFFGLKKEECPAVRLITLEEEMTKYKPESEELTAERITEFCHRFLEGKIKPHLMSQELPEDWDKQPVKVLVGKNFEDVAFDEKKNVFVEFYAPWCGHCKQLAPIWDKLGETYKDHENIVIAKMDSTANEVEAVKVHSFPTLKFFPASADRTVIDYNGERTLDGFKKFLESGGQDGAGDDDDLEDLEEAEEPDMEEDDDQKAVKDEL
NR2E3 ag-1: NR2E3 agonists in two-hybrid cells, primary screen, cell-based, luminescence, CHO-S, Gal4-NCOR/VP16-NR2E3; Photoreceptor-specific nuclear receptor (Homo sapiens), Q9Y5X4; AID 602229, 2012; 360,000 tested, 0.35% active; inhibition of corepressor binding, % at 3.98 µM; luciferase;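 active means inhibition above the mean of all tested compounds plus 3 SD, cut at about 70% in these data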;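 further: 0% = DMSO with NR2E3 transfected cells and 100% = cells lacking NR2E3 construct; higher means lower luciferase signal from less NR2E3 corepressor binding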
Target sequence (Q9Y5X4 whole entry, looked up, the tested form may be a part): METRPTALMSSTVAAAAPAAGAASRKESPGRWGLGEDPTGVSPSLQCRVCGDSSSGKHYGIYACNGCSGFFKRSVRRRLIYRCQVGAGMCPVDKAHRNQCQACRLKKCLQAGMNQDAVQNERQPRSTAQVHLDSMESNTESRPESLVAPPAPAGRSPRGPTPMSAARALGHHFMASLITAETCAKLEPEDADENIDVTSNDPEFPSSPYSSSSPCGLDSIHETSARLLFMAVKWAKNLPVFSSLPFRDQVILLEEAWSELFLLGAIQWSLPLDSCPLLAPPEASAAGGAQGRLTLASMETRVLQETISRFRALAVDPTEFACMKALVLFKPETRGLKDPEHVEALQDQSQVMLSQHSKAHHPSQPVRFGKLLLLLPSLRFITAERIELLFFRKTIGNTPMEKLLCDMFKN
NR2E3 ag-2: inhibitors of NR2E3-RetCOR corepressor binding, primary screen, NR2E3 agonist project, biochemical, TR-FRET, GST-NR2E3, biotin-RetCOR; Photoreceptor-specific nuclear receptor (Homo sapiens), Q9Y5X4; 1536-well; inhibition of corepressor binding, % at 4.78 µM; 320,000 tested, 0.12% active; AID 2300, 2010;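 active means percent inhibition above the cutoff of mean plus 3 SD of all tested compounds, set per screening campaign, cut at about 20% in these data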;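 further: 0% = DMSO wells and 100% = biotin wells as full block of FRET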
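Material – GST-tagged NR2E3 plus biotinylated RetCOR corepressor · Quantity – NR2E3 fusion 1.35 nM · Times – 5 h incubation at 4 °C · Medium – pH 7.5 Tris-based buffer · Technique – TR-FRET, Eu(K)-anti-GST donor, streptavidin-D2 acceptor, ex 340, em 617/671 nm · Benchmarks – high control biotin, low control 0.6% DMSO · Format – 1536-well plates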
HIF-2a inh: HIF-2a reporter inhibitors, primary screen, luminescence, 786-0 RCC cells; 786-0 RCC cells HIF-2a reporter, luciferase luminescence, overnight; 360,000 tested, 0.72% active; inhibition, % at 18.8 µM;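 active means inhibition of the luminescence signal of 40% or more relative to plate controls, in a single-dose primary screen at 18.75 µM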
Peg3 prom inh: Peg3 promoter-driven luciferase inhibitors, primary screen, cell-based, HeLa, luciferase luminescence | AID 588405, 2011 | HeLa PEG-Prom luciferase reporter, overnight | 360,000 tested, 1.7% active | inhibition, % at 20 µM;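 active means inhibition of at least 50% at 20 µM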
MITF TRPM1 inh: inhibitors of MITF-dependent TRPM1 promoter reporter, primary screen, cell-based, SK-MEL-5, single point, luciferase | 330,000 tested, 0.83% active | inhibition, % at 12.5 µM | SK-MEL-5 TRPM1 promoter luciferase, 24 h;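 active means mean inhibition across replicates of 60% or more, whatever share of single replicates reaches that level; inconclusive means some that reach 60%, reason not given; inactive means mean inhibition across replicates below 60%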; further: values of inactives mirror those of a sister screen read the other way
hiPSC survival: enhancers of single-cell hiPSC survival, primary screen, ATPlite luminescence. survival enhancement, % at 20 µM. 360,000 tested, 0.044% active. 100% = ROCK inhibitor wells, 0% = DMSO; in the data active means survival enhancement above about 18%;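 further: cells exposed to compounds for 16 hours before the ATP read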
CaV13 ICDI inh: Primary screen for inhibitors of IQ motif and Ca2+-dependent inactivation inhibitor domain binding in CACNA1D, Förster resonance energy transfer in living cells, …; 340,000 tested, 0.098% active; HEK cells, CFP/YFP FRET ICDI-IQ, plate reader, 10 min; percent FRET-ratio fall versus neutral wells; AID 743397; inhibition, % at 12.3 µM;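 active means mean replicate inhibition of at least 30% and at least 1% of replicates passing that level; inconclusive means only one of the two criteria is met; inactive means neither criterion is met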;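 further: 0% = median of the neutral control wells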
Vif imaging: HIV Vif self-association inhibitors, primary screen, imaging, HEK293T, single point; HEK293T cells, Vif self-association by quenched fluorescence, 24 h; inhibition, % at 7.49 µM; 340,000 tested, 0.35% active; in the data active means inhibition above about 50%, passing the limit was not always enough; inconclusive means no clear call, values can overlap the other calls; inactive means below about 31%; further: some results filed as inactive read as strong as hits
aDG glyco up: activators of alpha-DG glycosylation, primary screen, uHTS, Pro5-aDG cells, AlphaScreen; alpha-DG glycosylation AlphaScreen (IIH6); 0% Pro5, 100% B10-LARGE cell signal; activation, % at 10 µM; 360,000 tested, 0.22% active;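 active means activation of at least 8% versus controls, or a plate z-score of at least 8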;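 further: Pro5 are CHO cells carrying HIG-tagged alpha-DG that lacks glycosylation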
Granule exo inh: LAMP-1 surface exposure blockers, TALL-104 cells – cell-based, flow cytometry, MLPCN library, primary screen; inhibition, % at 10 µM; 360,000 tested, 0.66% active; TALL-104 LAMP-1 surface exposure; cells stimulated with thapsigargin and PMA; AID 651702, 2012;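 active means inhibition above about 55%, limit read from the data; inconclusive means no clear call, values can overlap the other calls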
* hit, by the source's call; ? = inconclusive; nt = not tested or not shown.

SMILES	PDI inh	NR2E3 ag-1	NR2E3 ag-2	HIF-2a inh	Peg3 prom inh	MITF TRPM1 inh	hiPSC survival	CaV13 ICDI inh	Vif imaging	aDG glyco up	Granule exo inh
CCOc1ccc(N2C(=O)CN(c3cccc4ccccc34)C2=S)cc1	-5	2	-3	20	24	11	0.4	1	13	-0.4	-2
CCN(CC)C(=S)NC(=O)C12CC3CC(CC(C3)C1)C2	3	-4	-3	9	5	6	-1.7	-7	-13	-0.4	-1
O=C(c1ccc(-c2ccc([N+](=O)[O-])cc2)o1)N1CCN(S(=O)(=O)c2cccs2)CC1	-7	5	0	-7	19	3	0.5	-2	-3	0.0	-4
Cc1cnc(C(=O)OCC(=O)Nc2ccc(C)c(S(=O)(=O)N(C)C)c2)cn1	-3	-14	1	0	-7	-21	-0.6	-16	9	-0.1	-3
CCN(c1ccc(NC(=O)COC(=O)c2ccc(C)s2)cc1)C(C)C	7	-25	-4	-22	13	3	-0.6	-1	-2	-0.1	12
CCCCc1cc(=O)oc2cc(OCC(=O)NC3CCN(Cc4ccccc4)CC3)ccc12	-8	-21	6	10	5	-3	-0.4	-1	-5	0.3	13
COc1cc(C(=O)NC2CCN(CC(=O)Nc3cccc(C)c3C)CC2)cc(OC)c1OC	-4	7	-1	29	1	-1	0.1	-5	3	0.2	-5
COc1ccc2nc(NC(=O)c3cc(S(=O)(=O)N4CCOCC4)ccc3C)sc2c1	-3	6	1	-51	-16	-5	0.6	-5	-9	0.8	-2
O=C(NC(=S)Nc1ccccc1N1CCOCC1)c1ccco1	-2	-5	-4	15	14	-1	4.5	-3	2	-0.2	-2
CCOC(=O)N1CCN(C(=O)CSCC(=O)N=c2sc3ccccc3n2C)CC1	-6	4	0	0	-7	10	-2.9	nt	-4	0.2	0
CCCC1CC(C#N)N(N(C)C)C1=C(C#N)C#N (stereo unspecified)	-4	19	1	15	3	-8	-0.9	-5	?	0.0	1
CC1=C(C(=O)Nc2ccccn2)C(c2cn(C)nc2C)C2=C(CCCC2=O)N1 (stereo unspecified)	0	1	1	7	2	-5	-0.2	-6	-1	-0.2	1
CCCCOC(=O)C1C2C=C[C@]3(CN(C(C)c4ccc(OC)cc4)C(=O)[C@H]13)O2 (stereo partly specified)	0	-5	-2	8	15	4	-1.2	nt	12	0.0	-2
COc1cc(/C=N/NC(=O)c2ccccc2O)ccc1OCC(=O)Nc1ccccc1	1	7	-2	-54	-193	-72	0.3	-2	2	-0.1	3
CC1(C)CC(=O)C(C=NCCc2ccccn2)=C(O)C1	-8	7	3	9	0	6	-1.7	-9	9	-0.3	1
O=C(c1ccc(O)c(Cl)c1)N1CCN(S(=O)(=O)c2ccccc2)CC1	10	-1	3	7	21	-4	-0.2	nt	-4	-0.3	-1
O=C(c1ccco1)N1CCC(c2nc3c(nnn3Cc3c(Cl)cccc3Cl)c(=O)[nH]2)CC1	-2	1	4	33	31	-5	-0.5	-7	21	-0.1	5
Cc1cc(C)cc(N(C(=O)c2snc(C(N)=O)c2N)C(C(=O)NCC2CCCO2)c2cccs2)c1 (stereo unspecified)	4	2	1	11	15	13	-1.2	-3	13	0.3	0
CCS(=O)(=O)c1ccc(O)c(NC(=O)/C=C/c2ccc(Cl)cc2)c1	2	-12	3	1	9	-8	1.3	-5	-2	-0.1	0
Cc1c(NC(=O)C(C)Sc2nccn2C)c(=O)n(-c2ccccc2)n1C (stereo unspecified)	-6	-7	3	12	-1	nt	0.9	-3	1	0.0	8
CC1=NN(Cc2ccccc2)C(=O)C1C(c1ccccc1)C(C#N)C#N (stereo unspecified)	-8	-19	-1	16	-3	-6	-2.0	-4	nt	-0.2	7
CC(C)N1CCN(CC2COc3ccccc3O2)CC1 (stereo unspecified)	17	-1	-1	14	9	7	0.4	-14	-1	0.0	12
Cc1ccc(C)c2nc(N3CCCC3)c(C#N)cc12	-10	-13	-2	3	-5	-1	-0.6	nt	-6	0.1	4
CC1=CCP(=O)(c2ccccc2)C1 (stereo unspecified)	-3	-11	-1	18	5	4	-0.5	-5	-36	-0.1	10
O=C(CNC(=O)c1ccc(Cl)cc1Cl)NCC(=O)Nc1ccccc1N1CCOCC1	10	6	2	19	11	8	-1.1	0	-12	0.3	-2

Ten successive records from above:
SMILES	PDI inh	NR2E3 ag-1	NR2E3 ag-2	HIF-2a inh	Peg3 prom inh	MITF TRPM1 inh	hiPSC survival	CaV13 ICDI inh	Vif imaging	aDG glyco up	Granule exo inh
O=C(c1ccc(O)c(Cl)c1)N1CCN(S(=O)(=O)c2ccccc2)CC1	10	-1	3	7	21	-4	-0.2	nt	-4	-0.3	-1
O=C(c1ccco1)N1CCC(c2nc3c(nnn3Cc3c(Cl)cccc3Cl)c(=O)[nH]2)CC1	-2	1	4	33	31	-5	-0.5	-7	21	-0.1	5
Cc1cc(C)cc(N(C(=O)c2snc(C(N)=O)c2N)C(C(=O)NCC2CCCO2)c2cccs2)c1 (stereo unspecified)	4	2	1	11	15	13	-1.2	-3	13	0.3	0
CCS(=O)(=O)c1ccc(O)c(NC(=O)/C=C/c2ccc(Cl)cc2)c1	2	-12	3	1	9	-8	1.3	-5	-2	-0.1	0
Cc1c(NC(=O)C(C)Sc2nccn2C)c(=O)n(-c2ccccc2)n1C (stereo unspecified)	-6	-7	3	12	-1	nt	0.9	-3	1	0.0	8
CC1=NN(Cc2ccccc2)C(=O)C1C(c1ccccc1)C(C#N)C#N (stereo unspecified)	-8	-19	-1	16	-3	-6	-2.0	-4	nt	-0.2	7
CC(C)N1CCN(CC2COc3ccccc3O2)CC1 (stereo unspecified)	17	-1	-1	14	9	7	0.4	-14	-1	0.0	12
Cc1ccc(C)c2nc(N3CCCC3)c(C#N)cc12	-10	-13	-2	3	-5	-1	-0.6	nt	-6	0.1	4
CC1=CCP(=O)(c2ccccc2)C1 (stereo unspecified)	-3	-11	-1	18	5	4	-0.5	-5	-36	-0.1	10
O=C(CNC(=O)c1ccc(Cl)cc1Cl)NCC(=O)Nc1ccccc1N1CCOCC1	10	6	2	19	11	8	-1.1	0	-12	0.3	-2

Following part.
SMILES	PDI inh	NR2E3 ag-1	NR2E3 ag-2	HIF-2a inh	Peg3 prom inh	MITF TRPM1 inh	hiPSC survival	CaV13 ICDI inh	Vif imaging	aDG glyco up	Granule exo inh
Cc1cccc(CN2CCN(C3CN(Cc4cn(Cc5ccccc5)nn4)S(=O)(=O)C3)CC2)c1 (stereo unspecified)	nt	-9	nt	-3	nt	nt	-1.5	-4	nt	2.6	-9
CC(=O)Nc1ccc(S(=O)(=O)N2CCN(c3ccccn3)CC2)cc1	1	5	3	27	9	-1	-1.7	-5	-9	0.0	0
C=C(c1ccc(OCCO)cc1)c1ccc(OCCO)cc1	-2	-16	1	-17	-19	-13	5.5	0	-2	0.1	-4
Cc1cccc(NC(=O)N(Cc2nc3ccccc3c(=O)[nH]2)C2CCCC2)c1	1	-49	0	3	2	1	0.4	nt	0	0.1	1
COc1ccccc1C(=O)NNC(=O)C(=O)NC1CCCCC1	-5	2	4	14	9	1	-0.4	-3	-1	0.0	-8
COCc1cc(C)nc(SCC(=O)Nc2cc(C(F)(F)F)ccc2N2CCOCC2)c1C#N	1	-40	0	15	13	7	0.1	-4	-3	2.0	-1
C[C@H]1CN([C@@H](C)CO)C(=O)CCCn2nncc2CO[C@H]1CN(C)C(=O)c1ccc(N2CCN(C)CC2)cc1	-1	-3	nt	8	-11	nt	5.6	-6	nt	-0.2	2
CC(C)C[C@@H]1COc2cc(N3CC[C@H](O)C3)ccc2S(=O)(=O)N1	nt	-5	nt	-5	nt	nt	-0.8	-7	nt	-0.1	-2
Fc1cccc(Cc2noc(CN3CCOCC3)n2)c1	4	-17	4	16	17	-3	-0.1	-4	3	-0.2	2
CSc1nc(C)cc(SCC(=O)N/N=C/c2ccccc2)n1	0	-12	3	12	5	2	0.6	-4	-4	0.7	-3
C=CCNc1nc(-c2ccc(Cl)cc2)cs1	8	-139	2	-254	-345	-134	3.3	nt	16	1.0	1
CC(NC(=O)CN(C)Cc1nc2ccccc2c(=O)[nH]1)c1ccccc1 (stereo unspecified)	7	-8	4	20	4	5	-0.3	-5	-2	0.0	1
COC(=O)Cc1ccc(NC(=S)N2CCCC(CO)C2)cc1 (stereo unspecified)	0	-50	-2	-77	-108	-4	-1.2	-3	0	0.0	1
N#Cc1c(C(F)(F)F)cc(-c2cccs2)nc1N1CCCCC1	-5	-29	3	12	-1	-4	-0.1	3	-5	0.3	-2
Cc1ccc(CNC(=O)CCCCn2c(=O)[nH]c3ccsc3c2=O)cc1	3	11	-1	12	-3	12	0.3	-16	-1	-0.1	17
O=C(C(Cc1ccccc1)n1cccc1)N1CCCCC1 (stereo unspecified)	nt	-14	1	17	15	nt	-1.2	-6	1	0.0	-6
Cc1ccc(/C(N)=N/OC(=O)Oc2ccccc2)cc1	1	-16	1	-7	7	-8	1.0	-3	14	0.3	-1
COc1ccc(OC)c(CN2CCN(c3ccc(S(=O)(=O)N4CCCC4)cn3)CC2)c1	-4	6	0	16	14	-1	0.6	-5	-8	0.0	2
CCCCSc1nc(CCC)cc(=O)[nH]1	1	-15	0	19	6	1	-0.3	-9	4	-0.3	-2
CCOC(=O)C(NC(=O)CC(C)C)(Nc1sc2c(c1C(N)=O)CCCC2)C(F)(F)F (stereo unspecified)	4	0	-1	15	8	-2	1.5	-3	2	-0.2	5
CC1CCN(c2ccc([N+](=O)[O-])cc2C(=O)NCC2CCCO2)CC1 (stereo unspecified)	-8	5	0	3	18	-8	0.3	nt	1	0.0	-1
COc1cccc(C2C(C(=O)OC(C)C)=C(C)N=c3s/c(=C\c4ccc(C(=O)O)cc4)c(=O)n32)c1 (stereo unspecified)	10	-19	0	8	-2	15	-0.5	-3	-2	0.0	20
Cc1nc2ncnn2c(C)c1CCC(=O)N1CCc2ccccc21	-5	-12	-2	12	14	4	-2.0	-3	-15	0.0	-8
CC(C)(CNC(=O)Cc1ccc(Br)cc1)N1CCOCC1	-33	13	1	6	24	-2	0.1	-3	-10	0.0	10
